PPARg SRC-2 ag – PPARgamma-driven SRC-2 recruitment agonism; PPARgamma LBD-SRC-2 recruitment, biochemical; activation, % at 8 µM; P37231; actives 0.34% (n = 200,000); in the data active = activation above about 22%;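 also: 0% = vehicle and 100% = reference agonist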
bIAP activator – intestinal alkaline phosphatase (bovine) activation | purified bovine IAP, CDP-star luminescence, 30 min; active compounds read high; fold of DMSO-control signal, blank-subtracted | activation factor at 20 µM | actives 0.17% (n = 200,000);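 active = activation factor of 2 or more at 20 µM, a signal rise over negative controls twice the positive control's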
PPARg SRC-3 ag – agonists of human PPARgamma SRC-3 coactivator recruitment; P37231; biochemical PPARgamma/SRC-3 coactivator recruitment assay; activation, % at 8 µM; actives 0.26% (n = 200,000); AID 731; in the data active = activation above about 23%;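 also: 0% = DMSO and 100% = reference agonist; some compounds past the cut are filed as inactive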
TNAP act hiacc – increases human TNAP activity under high phosphate acceptor concentration | P05186 | purified TNAP, CDP-star luminescence, 1 M DEA, 30 min; active compounds read high; 0 = EDTA background, 1 = DMSO-only activity | activation factor at 20 µM | 200,000 tested, under 10 active;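 active = activation factor at least 2 at 20 µM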
Target sequence (P05186 whole entry, looked up): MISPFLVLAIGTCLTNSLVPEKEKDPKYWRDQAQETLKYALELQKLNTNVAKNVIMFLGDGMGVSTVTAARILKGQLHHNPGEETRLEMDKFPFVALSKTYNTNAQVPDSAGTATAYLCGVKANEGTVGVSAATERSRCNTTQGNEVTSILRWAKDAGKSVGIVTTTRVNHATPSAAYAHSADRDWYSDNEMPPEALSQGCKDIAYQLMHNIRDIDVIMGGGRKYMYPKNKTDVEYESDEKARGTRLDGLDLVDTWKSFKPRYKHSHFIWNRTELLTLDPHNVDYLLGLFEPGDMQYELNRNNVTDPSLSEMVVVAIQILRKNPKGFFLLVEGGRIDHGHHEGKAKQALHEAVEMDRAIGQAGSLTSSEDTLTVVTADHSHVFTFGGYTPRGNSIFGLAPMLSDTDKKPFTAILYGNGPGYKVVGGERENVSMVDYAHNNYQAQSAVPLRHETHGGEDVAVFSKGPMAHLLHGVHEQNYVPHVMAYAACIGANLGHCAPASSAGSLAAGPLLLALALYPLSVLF
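Control set: EDTA negative control, DMSO positive control / Assay system: human TNAP / Quantity: TNAP 1/800 final / Evaluation: TNAP activation factor scaled between EDTA and DMSO control wells / Measured by: luminescent substrate turnover signal / Compound dosing: one dose, 20 µM / Times: 30 min enzyme reaction at room temperature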
STAT3 blocker – inhibitors of IL-6 induced STAT3 signaling. U3A cells, IL-6 STAT3-luciferase reporter, luminescence; host cell line lacks STAT1. inhibition, % at 5.5 µM. actives 0.89% (n = 190,000). AID 862;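 active = inhibition above the mean inhibition across all screened compounds plus 3 SD, cut at about 44% in these data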;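 also: 0% = DMSO only wells and 100% = 100 µM nifuroxazide control wells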
bIAP inh – intestinal alkaline phosphatase (bovine) inhibition; purified bovine IAP, CDP-star luminescence, 30 min; inhibition, % at 20 µM; 190,000 tested, under 10 active;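 active = over 50% inhibition of intestinal alkaline phosphatase at 20 µM in the single-dose screen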
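System: purified bovine intestinal alkaline phosphatase (IAP) enzyme; Input: IAP diluted 1/65,000,000 in the well; Measured by: CDP-star luminescence signal; Compound dosing: 20 µM single dose; Incubation: 30 min reaction at room temperature.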
PPARg SRC1 recr – agonists of human PPARgamma SRC-1 coactivator recruitment; P37231; PPARgamma-SRC-1 coactivator recruitment biochemical assay; activation, % at 8 µM; actives 0.41% (n = 200,000); AID 631; in the data active = activation above about 19%;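 also: 0% = DMSO and 100% = reference agonist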
STAT1 blocker – STAT1 signaling inhibition; NIH 3T3 STAT1-luciferase reporter, IFN-gamma, luminescence; inhibition, % at 5.5 µM; actives 0.35% (n = 200,000); AID 920;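 active = inhibition above a set limit, the mean inhibition across all tested compounds plus 3 SD, cut at about 34% in these data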;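 also: 0% = IFN-gamma with DMSO and 100% = IFN-gamma with 300 µM nifuroxazide; values of inactives mirror those of a sister screen read the other way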
STAT3 act – STAT3 signaling activation; activation (% of control), % at 5.6 µM; U3A cells, IL-6 STAT3-luciferase reporter, luminescence; 100% = signal with IL-6 EC80 alone; AID 871; actives 0.91% (n = 190,000);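 active = activation above the screen-wide mean of compound activation plus 3 SD, cut at about 130% in these data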;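 also: 0% = background luminescence of wells with medium and substrate only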
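Material: STAT1-lacking human U3A cells, STAT3 luciferase reporter | Benchmarks: IL-6-only wells as 100% reference | Probe or stimulus: IL-6 (33 ng/mL) | Timing: Compound 1 h, then IL-6 6 h at 37 °C | Detection: Luminescence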
TR-FRET SRC-2 ct – counter-screen for PPARgamma SRC-2 recruitment agonists: TR-FRET artefact. active compounds read high. TR-FRET ratio at 8 µM. actives 0.4% (n = 200,000). AID 1049; in the data active = TR-FRET ratio above about 2000; also: inactives centre near 1500
ROMK primary – human ROMK K+ channel modulation, primary screen; P48048; Tet-inducible ROMK, thallium flux fluorescence; actives lie on both sides; B-score at 10 µM; actives 2% (n = 130,000); AID 1918;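 active = signal ratio slope over the read window, or its plate-corrected B-score, at least 3 SD from the plate mean, either direction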;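 also: B-score of the F/F0 ratio slope over 7 to 12 s after thallium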
Target sequence (P48048 whole entry, looked up): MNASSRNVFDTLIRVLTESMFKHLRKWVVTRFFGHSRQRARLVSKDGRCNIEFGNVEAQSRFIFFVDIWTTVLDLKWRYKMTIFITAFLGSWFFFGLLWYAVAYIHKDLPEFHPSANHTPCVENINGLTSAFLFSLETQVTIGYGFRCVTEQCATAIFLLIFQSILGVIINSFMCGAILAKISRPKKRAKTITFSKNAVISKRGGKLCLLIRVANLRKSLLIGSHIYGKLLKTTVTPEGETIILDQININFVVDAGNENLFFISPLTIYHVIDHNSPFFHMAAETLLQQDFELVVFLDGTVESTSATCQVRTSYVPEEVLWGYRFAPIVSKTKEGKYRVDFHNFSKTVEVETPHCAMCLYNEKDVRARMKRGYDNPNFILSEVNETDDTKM
An asterisk follows results filed as active; . = no result given.

Every second line gives: PPARg SRC-2 ag, bIAP activator, PPARg SRC-3 ag, TNAP act hiacc, STAT3 blocker, bIAP inh, PPARg SRC1 recr, STAT1 blocker, STAT3 act, TR-FRET SRC-2 ct, ROMK primary
#1 O=C(NC(NC(=S)Nc1c(Cl)cccc1Cl)C(Cl)(Cl)Cl)OCc1ccccc1 (centres undefined)
 : -6, 0.2, -1, 0.9, -16, ., -3, 5, 111, 1418, -0.8
#2 Cc1ccccc1NC(=O)C(NS(=O)(=O)c1ccc2c(c1)c(=O)n(C)c(=O)n2C)c1ccccc1 (centres undefined)
 : -6, 1.1, 4, 1, 3, -10, 0, -1, 105, 1564, .
#3 Fc1ccc(CNC(=S)Nc2ccccc2Cl)cc1
 : 5, 1, 5, 1, 16, -2, 3, 0, 88, 1659, 0.53
#4 CCOC(=O)N1CCN(c2c(NC3CCN(Cc4ccccc4)CC3)c(=O)c2=O)CC1
 : 0, 1, 1, 1.1, 11, 5, 4, 2, 98, 1595, .
#5 COCCNC(=O)Cn1cc(S(=O)(=O)N2CCN(c3ccccc3F)CC2)c2ccccc2c1=O
 : -3, 1.1, 3, 1, 1, -12, 4, -6, 100, 1619, -2.3*
#6 Cc1sc2ncnc(OCC(=O)NCC3CCCO3)c2c1C (centres undefined)
 : -8, 1, 1, 1.1, 8, -2, -4, 2, 100, 1443, -0.033
#7 Cc1nc2ccccc2c(=O)n1/N=C1\C(=O)N(C)c2ccccc21
 : 2, 1, -2, 1, -4, -2, -5, -20, 109, 1565, -0.8
#8 Cc1noc(/C=C/N(C)C)c1S(=O)(=O)N1CCCC(C(=O)NC2CCCCC2C)C1 (centres undefined)
 : -2, 1.1, 11, 1, 0, -5, 6, -2, 104, 1764, .
#9 NS(=O)(=O)c1ccc(NC(=S)NNC(=O)c2cccs2)cc1
 : -3, 1, 1, 1, 9, 1, 5, -6, 97, 1528, 0.95
#10 CC(=O)N1CCN(c2cc(N3CCc4ccccc4C3)c(F)cc2[N+](=O)[O-])CC1
 : 5, 0.9, 2, 0.9, 4, 9, 11, -2, 103, 1517, -0.58
#11 Cc1ccc(OCC(=O)NC(=S)Nc2ccc3c4c(cccc24)CC3)cc1
 : -4, 1, -1, 1, -2, 4, 0, 5, 106, 1680, 1.5
#12 O=C(OC1CCOC1=O)c1ccc(NS(=O)(=O)c2cccs2)cc1 (centres undefined)
 : 10, 1, 3, 1, 9, -4, 5, 7, 95, 1609, 1
#13 Nc1ccc2oc(-c3ccccc3Cl)cc(=O)c2c1O
 : 9, 0.9, 0, 0.9, 6, 11, 0, -25, 92, 1460, 0.18
#14 O=C(Cn1cc([N+](=O)[O-])nc1[N+](=O)[O-])N1CCN(c2ccccc2)CC1
 : -5, 1, -1, 1, -8, 0, -9, 10, 111, 1201, -0.7
#15 CCOC(=O)c1sc(C)c2c1NC(c1ccc(N(C)C)cc1)NC2=O (centres undefined)
 : 9, 1, 1, 1, 16, 3, 10, -7, 90, 1713, .
#16 COc1cc(/C=N/Nc2nc3ccccc3[nH]2)cc(Br)c1OCC(=O)N(C)C
 : 0, 1.1, 8, 1, 19, -12, 12, -8, 88, 1747, 0.044
#17 CCOc1ccc(CNC(=O)CCSCc2ccccc2F)cc1OC
 : -3, 0.9, 1, 1.1, 16, 8, 2, 2, 96, 1665, -0.68
#18 N#Cc1ccc(/C=N/NC(=O)c2cc(-c3cccs3)nc3ccccc23)cc1
 : -4, 0.8, 2, 1, -1, 18, 1, -6, 100, 1342, .
#19 CCCCn1ccnc1C(=O)c1cccc(S(=O)(=O)N2c3ccccc3CC2C)c1 (centres undefined)
 : 3, 0.9, 4, 1.1, -10, 9, 9, 1, 113, 1777, -0.12
#20 CCOc1ccccc1NC1c2ccccc2C(=O)N1Cc1ccco1 (centres undefined)
 : 4, 1, -11, 1, 16, 5, 0, 2, 91, 1451, .
#21 CCOc1ncccc1C(=O)OCC(=O)c1cc(OC)ccc1OC
 : 3, 1.1, 2, 1, 8, -6, 10, -7, 98, 1583, 0.18
#22 Fc1ccc(CSc2nc3ccccc3[nH]2)c2ccccc12
 : 2, 1, 0, 1, 18, -1, -8, -5, 89, 1480, 1.3
#23 O=C(NCc1ccccc1)OCCN1CCN(Cc2ccccc2)CCC1=O
 : 2, 1, 1, 1, -3, 2, 4, 5, 100, 1623, 0.12
#24 Cc1ccc(C(=O)NCCNS(C)(=O)=O)cc1
 : -10, 1, 0, 1, 4, -2, 2, -8, 104, 1559, -0.34
#25 COc1cc(OC)cc(C(=O)Nc2ccc(-c3nc4ccccc4o3)c(O)c2)c1
 : 3, 1.2, 4, 1, 17, -21, 8, -12, 89, 2298*, .
#26 COc1cc(NC(=O)C2CCCN2S(=O)(=O)c2cccc3cccnc23)cc(OC)c1OC (centres undefined)
 : 14, 1, 3, 1, -6, 3, 3, 9, 105, 1905, .
#27 CN(C)c1ccc(C(=O)Nc2nnc(-c3ccc(Cl)cc3)o2)cc1
 : 1, 1, 4, 1, -6, -4, -4, 0, 105, 1527, .
#28 Cc1cc(CCN2CCC(=O)NC2=O)ccc1OC(C)C
 : 3, 1.1, 6, 1.1, 5, -6, 0, -5, 99, 1620, -0.062
#29 Cc1c(Br)c([N+](=O)[O-])nn1CC(=O)NCc1cccs1
 : 0, 1, 11, 1, 13, 0, -3, -1, 94, 1431, 0.028
#30 Cc1cccc(-c2nnc(SCC#N)n2Cc2ccccc2)c1
 : 5, 1, -1, 1, 8, 1, -2, -2, 97, 1331, 0.014

15 entries out of the list, sorted by length of the SMILES, ascending:
Every second line gives: PPARg SRC-2 ag, bIAP activator, PPARg SRC-3 ag, TNAP act hiacc, STAT3 blocker, bIAP inh, PPARg SRC1 recr, STAT1 blocker, STAT3 act, TR-FRET SRC-2 ct, ROMK primary
#24 Cc1ccc(C(=O)NCCNS(C)(=O)=O)cc1
 : -10, 1, 0, 1, 4, -2, 2, -8, 104, 1559, -0.34
#28 Cc1cc(CCN2CCC(=O)NC2=O)ccc1OC(C)C
 : 3, 1.1, 6, 1.1, 5, -6, 0, -5, 99, 1620, -0.062
#21 CCOc1ncccc1C(=O)OCC(=O)c1cc(OC)ccc1OC
 : 3, 1.1, 2, 1, 8, -6, 10, -7, 98, 1583, 0.18
#23 O=C(NCc1ccccc1)OCCN1CCN(Cc2ccccc2)CCC1=O
 : 2, 1, 1, 1, -3, 2, 4, 5, 100, 1623, 0.12
#29 Cc1c(Br)c([N+](=O)[O-])nn1CC(=O)NCc1cccs1
 : 0, 1, 11, 1, 13, 0, -3, -1, 94, 1431, 0.028
#12 O=C(OC1CCOC1=O)c1ccc(NS(=O)(=O)c2cccs2)cc1 (centres undefined)
 : 10, 1, 3, 1, 9, -4, 5, 7, 95, 1609, 1
#7 Cc1nc2ccccc2c(=O)n1/N=C1\C(=O)N(C)c2ccccc21
 : 2, 1, -2, 1, -4, -2, -5, -20, 109, 1565, -0.8
#11 Cc1ccc(OCC(=O)NC(=S)Nc2ccc3c4c(cccc24)CC3)cc1
 : -4, 1, -1, 1, -2, 4, 0, 5, 106, 1680, 1.5
#18 N#Cc1ccc(/C=N/NC(=O)c2cc(-c3cccs3)nc3ccccc23)cc1
 : -4, 0.8, 2, 1, -1, 18, 1, -6, 100, 1342, .
#25 COc1cc(OC)cc(C(=O)Nc2ccc(-c3nc4ccccc4o3)c(O)c2)c1
 : 3, 1.2, 4, 1, 17, -21, 8, -12, 89, 2298*, .
#4 CCOC(=O)N1CCN(c2c(NC3CCN(Cc4ccccc4)CC3)c(=O)c2=O)CC1
 : 0, 1, 1, 1.1, 11, 5, 4, 2, 98, 1595, .
#26 COc1cc(NC(=O)C2CCCN2S(=O)(=O)c2cccc3cccnc23)cc(OC)c1OC (centres undefined)
 : 14, 1, 3, 1, -6, 3, 3, 9, 105, 1905, .
#10 CC(=O)N1CCN(c2cc(N3CCc4ccccc4C3)c(F)cc2[N+](=O)[O-])CC1
 : 5, 0.9, 2, 0.9, 4, 9, 11, -2, 103, 1517, -0.58
#5 COCCNC(=O)Cn1cc(S(=O)(=O)N2CCN(c3ccccc3F)CC2)c2ccccc2c1=O
 : -3, 1.1, 3, 1, 1, -12, 4, -6, 100, 1619, -2.3*
#2 Cc1ccccc1NC(=O)C(NS(=O)(=O)c1ccc2c(c1)c(=O)n(C)c(=O)n2C)c1ccccc1 (centres undefined)
 : -6, 1.1, 4, 1, 3, -10, 0, -1, 105, 1564, .

The results go on:
Every second line gives: PPARg SRC-2 ag, bIAP activator, PPARg SRC-3 ag, TNAP act hiacc, STAT3 blocker, bIAP inh, PPARg SRC1 recr, STAT1 blocker, STAT3 act, TR-FRET SRC-2 ct, ROMK primary
#31 COc1cccc(NC(=O)CN2CCC(C)CC2)c1
 : -4, 0.9, 4, 1, -4, 7, -6, -2, 103, 1608, 0.36
#32 COCCSc1ccccc1C(=O)N1CCN(c2ccccc2OC)CC1
 : 12, 1.1, 7, 1, 5, -7, 3, 4, 98, 1733, 0.4
#33 CCCOC(=O)C1[C@H]2C(=O)N(Cc3ccco3)C[C@]23C=C[C@H]1O3 (some centres undefined)
 : 3, 1, 2, 1.1, 6, 1, 6, -6, 100, 1531, -0.51
#34 Cc1c(C)n(C(=O)CN2CCC(C)CC2)c2ccccc12
 : 5, 1, 9, 1, 16, 5, -2, -4, 89, 1420, .
#35 Cc1ccc(C(=O)NN2C(=O)c3ccc(S(=O)(=O)c4ccc(C(=O)O)cc4)cc3C2=O)cc1
 : 3, 1.1, -4, 1, 21, -10, 9, -11, 88, 1617, 1.2
#36 Cc1cc(C)c(C#N)c(SCC(=O)C(C)(C)C)n1
 : 1, 0.9, 8, 1.1, 14, 8, 10, -4, 91, 1496, .
#37 COc1cccc(NC2=CC(=O)CC(C)(C)C2)c1
 : 6, 0.9, -1, 1, -2, 12, -5, -3, 107, 1457, 0.23
#38 CC1(C(=O)NCCCNc2ncc(C(F)(F)F)cc2Cl)C=CCN1C(=O)c1ccccc1 (centres undefined)
 : 12, 0.9, -1, 1, -9, 6, 1, -8, 105, 1447, 0.38
#39 CCN(CC)S(=O)(=O)c1ccc(N(C)Cc2cccnc2)nc1
 : 5, 1, -2, 1, 3, -2, -2, -3, 103, 1462, 0.19
#40 Cc1ccc(-c2nn3cnnc3c3ccccc23)cc1C
 : 12, 1, 4, 1, 1, -3, -2, 10, 99, 1438, -0.0064

Looked up by structure from the list above:
Every second line gives: PPARg SRC-2 ag, bIAP activator, PPARg SRC-3 ag, TNAP act hiacc, STAT3 blocker, bIAP inh, PPARg SRC1 recr, STAT1 blocker, STAT3 act, TR-FRET SRC-2 ct, ROMK primary
#31 COc1cccc(NC(=O)CN2CCC(C)CC2)c1
 : -4, 0.9, 4, 1, -4, 7, -6, -2, 103, 1608, 0.36
#40 Cc1ccc(-c2nn3cnnc3c3ccccc23)cc1C
 : 12, 1, 4, 1, 1, -3, -2, 10, 99, 1438, -0.0064

Screening results as filed in PubChem BioAssay.
